Compound activity (PubChem)
OXTR potentiator: human OXTR potentiation | CHO-OTR cells, Fluo-8 calcium fluorescence, potentiator mode; 0% = oxytocin EC15, 100% = EC100 | P30559 | AID 2445 | 320,000 compounds, 0.061% hits | activation, % at 3 µM;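 active = activation above that plate's cutoff, the mean activation of tested compounds plus 3 SD, cut at about 6.6% in these data, passing the limit was not always enough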;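 note: 100% uses oxytocin at 75 nM as the full agonist control; some results filed as inactive read as strong as hits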
Target sequence (P30559 whole entry, looked up): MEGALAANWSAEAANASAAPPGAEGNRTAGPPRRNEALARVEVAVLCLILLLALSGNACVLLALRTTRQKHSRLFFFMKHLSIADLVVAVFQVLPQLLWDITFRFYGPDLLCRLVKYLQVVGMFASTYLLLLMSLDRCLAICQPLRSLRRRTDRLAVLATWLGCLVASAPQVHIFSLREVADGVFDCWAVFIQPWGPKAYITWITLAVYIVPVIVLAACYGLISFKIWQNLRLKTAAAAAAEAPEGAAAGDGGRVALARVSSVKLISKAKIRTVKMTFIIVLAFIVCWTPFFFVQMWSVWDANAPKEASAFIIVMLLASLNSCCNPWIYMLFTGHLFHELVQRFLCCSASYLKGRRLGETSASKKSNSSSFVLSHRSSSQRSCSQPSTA
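Assay system: CHO-OTR cells, human receptor / Also added: oxytocin at about EC15, sub-maximal agonist stimulus / Dosing: single dose, 3.0 µM nominal final compound concentration / Incubation: 6 min pre-incubation, 100 s read / Technique: Fluo-8 calcium dye fluorescence / Read-out: % activation vs EC15 and EC100 oxytocin / Benchmarks: EC15 oxytocin low, 75 nM oxytocin high / Replicates: singlicate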
OXTR agonist: agonists of human oxytocin receptor; P30559; 320,000 compounds, 0.32% hits; CHO-OTR cells, Fluo-8 calcium fluorescence; normalized: DMSO 0%, oxytocin 100%; activation, % at 3 µM;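 active = activation above the mean of all tested compounds plus 3 SD, cutoff set per screening run, cut at about 20% in these data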;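 note: peak over basal fluorescence ratio from a 100 s FLIPR kinetic read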
CHO parental Ca: counter-screen for OX1R antagonists: effect in parental CHO cells | parental CHO-K1, ATP-induced calcium, Fluo-8 fluorescence | inhibition, % at 5.6 µM | 330,000 compounds, 0.63% hits;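 active = inhibition above that plate's mean sample inhibition plus 3 SD, cut at about 26% in these data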;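 note: 0% = ATP-challenged DMSO wells and 100% = DMSO wells without ATP; some compounds past the cut are filed as inactive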
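Material – parental CHO cells · Reagent – ATP stimulus · Compound – single nominal dose of 5.6 µM per compound · Detection – Fluo-8 fluorescence · Read-out basis – percent inhibition of calcium signal · Controls – ATP-challenged DMSO wells low, unchallenged DMSO wells high · Repeats – no replicates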
TAAR1 antag: human TAAR1 antagonism; 360,000 compounds, 1.5% hits; CHO RD-HGA16 TAAR1, Fluo-8 calcium fluorescence, antagonist; inhibition, % at 3 µM;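 active = inhibition above a per-plate cutoff, the mean inhibition of test compounds on that plate plus 3 SD, cut at about 49% in these data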;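 note: 0% = DMSO plus EC80 beta-PEA response and 100% = DMSO alone without agonist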
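Assay system: CHO-derived RD-HGA16 cells stably expressing human TAAR1 plus Gα16. Timing: 140 s kinetic read after compound, 140 s after agonist. Technique: kinetic Fluo-8 calcium fluorescence measurement. Measure: % inhibition of agonist calcium response.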
M1 ag parental: nonselective activator or artifact in parental CHO-K1 cells | 360,000 compounds, 0.48% hits | activation, % at 3 µM | Fluo-8 calcium fluorescence; scaled to maximal ATP response, vehicle zero; in the data active = activation above about 15%;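 note: untransfected CHO-K1 host cells lacking M1 receptor as counterscreen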
GPR7 antagonist: antagonists of human GPR7 (neuropeptides B/W receptor 1). GPR7-expressing cells, fluorescence antagonist assay. inhibition, % at 4.4 µM. P48145. AID 1861. 290,000 compounds, 1.1% hits; in the data active = inhibition above about 16%, passing the limit was not always enough;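 note: cells stimulated with the agonist NPW; 0% = agonist with vehicle and 100% = vehicle without agonist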
M1 PAM parental: M1 PAM counterscreen hit in parental CHO-K1 cells | 360,000 compounds, 0.02% hits | AID 602247 | ATP EC20, Fluo-8 calcium fluorescence; 0% at ATP EC20, 100% at ATP max | activation, % at 3 µM;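 active = activation above the run cutoff, the mean activation of all test compounds plus 3 SD, cut at about 40% in these data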;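 note: peak over basal fluorescence ratio in a 140 s read after ATP addition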
V1aR counter: activates human V1a receptor in oxytocin agonist counter-screen. CHO-V1R cells, Fluo-8 calcium fluorescence, agonist mode; 0% DMSO, 100% 3 nM vasopressin. activation, % at 3 µM. 320,000 compounds, 0.25% hits;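 active = activation above the mean activation of all tested compounds plus 3 SD, per screening run, cut at about 20% in these data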;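 note: signal is peak over basal fluorescence ratio across a 100 second FLIPR read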
Target sequence (P37288 whole entry, looked up): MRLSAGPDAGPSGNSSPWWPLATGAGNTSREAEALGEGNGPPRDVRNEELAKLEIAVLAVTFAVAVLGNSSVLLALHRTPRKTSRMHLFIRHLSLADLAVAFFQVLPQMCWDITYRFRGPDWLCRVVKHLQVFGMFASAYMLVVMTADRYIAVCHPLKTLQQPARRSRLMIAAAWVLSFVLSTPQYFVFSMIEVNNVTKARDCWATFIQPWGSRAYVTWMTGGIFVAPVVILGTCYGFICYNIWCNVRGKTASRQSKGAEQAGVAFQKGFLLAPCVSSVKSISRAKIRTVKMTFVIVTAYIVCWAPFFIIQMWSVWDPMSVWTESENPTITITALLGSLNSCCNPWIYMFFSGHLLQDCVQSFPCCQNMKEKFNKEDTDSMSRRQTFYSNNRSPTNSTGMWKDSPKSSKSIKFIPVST
CHO-K1 Ca antag: counter-screen for M1 antagonists: effect in parental CHO-K1 cells; ATP-induced calcium, Fluo-8 fluorescence; inhibition, % at 3 µM; 360,000 compounds, 0.6% hits;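 active = inhibition above a per-plate cutoff, the plate's mean sample inhibition plus 3 SD, cut at about 24% in these data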;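 note: 0% = DMSO plus EC80 ATP and 100% = DMSO alone without ATP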
* hit, by the source's call; nt = no result given. Rows were taken by chance; any-hit rate near 3.5%.

SMILES	OXTR potentiator	OXTR agonist	CHO parental Ca	TAAR1 antag	M1 ag parental	GPR7 antagonist	M1 PAM parental	V1aR counter	CHO-K1 Ca antag
O=C(Nc1c2c(nn1-c1ccc([N+](=O)[O-])cc1)CS(=O)(=O)C2)C1CC1	-10	0.2	10	-5	0.2	7	5	0.6	7
O=C(C1CCN(S(=O)(=O)c2cccs2)CC1)N1CCN(Cc2ccccc2)CC1	-23	-0.3	6	5	1.0	-6	8	-0.4	-18
O=C(Nc1cccc(F)c1)C1CC(=O)N(c2ccc(Br)cc2)C1 (stereo unspecified)	-13	1.6	-6	1	1.9	-1	-3	5.0	-6
CC1CN(C(=S)Nc2ccccc2F)CC(C)O1 (stereo unspecified)	-12	-0.5	8	-8	-0.1	-5	10	-0.5	-3
CC(=C\C(=O)O)/C(=C/c1ccco1)C(=O)O	1	0.9	5	-6	0.1	-12	-8	0.9	11
COc1ccc(N2C(=O)CC(N3CCOCC3)C2=O)cc1 (stereo unspecified)	-7	1.0	13	-11	-0.1	0	-3	-0.2	2
O=C(CSc1nc2ccccc2c(=O)n1CCCN1CCOCC1)NCCc1ccccc1	-7	-0.6	-13	-16	0.2	nt	8	-0.7	-1
O=C(Nc1ccc2nc(-c3ccco3)[nH]c2c1)c1cccs1	-8	3.2	1	12	0.9	-7	4	0.2	11
CCOC(=O)c1cnc2ccc(OCC)cc2c1N1CCN(c2ccccc2)CC1	-7	-2.5	-66	23	0.5	-4	7	-1.1	-2
O=C(Cn1cccc1)N1CCc2ccccc21	4	-1.7	-8	-2	-0.4	-10	12	-0.6	-14
O=C(NCC1CCCO1)c1cccs1 (stereo unspecified)	-12	1.6	-2	-3	-0.1	-9	-2	1.1	-1
CC(C)CN(C(=O)CN1CCCCCC1)c1c(N)n(CC(C)C)c(=O)[nH]c1=O	-1	0.4	-8	5	0.2	-9	-4	0.2	-4
C=CCN1N=C(c2ccc(Cl)s2)CSC1=O	-12	-2.8	0	-9	-0.4	-12	-2	-1.7	-1
O=C1OC(N2C(=O)CC[C@H]2C(=O)Nc2ccc(F)c(F)c2)c2ccccc21 (stereo partly specified)	2	0.8	-17	-7	0.4	-2	29	0.3	-5
Cc1cc(C)n(CC(=O)N/N=C/c2ccc([N+](=O)[O-])s2)n1	-9	0.0	-4	4	0.4	-3	0	0.1	5
COc1ccc(S(=O)(=O)N2CCCCCC2)cc1NC(=O)Cc1cc(OC)c(OC)c(OC)c1	-3	0.9	-18	8	1.6	-20	15	0.5	2
O=C(CNC(=O)c1ccc(Br)o1)NCc1ccc(F)cc1	1	0.3	-8	-10	0.0	5	1	1.2	-7
CC1(CCc2ccccc2)NC(=O)N(Cc2cc([N+](=O)[O-])cc3c2OCOC3)C1=O (stereo unspecified)	-2	-0.2	-25	5	1.5	-12	13	1.0	-13
COC(=O)C1CCN(C(=O)COC(=O)c2ccc(N3CCCC3=O)cc2)CC1	-6	2.8	-14	-14	0.2	nt	-14	0.9	6
O=C(O)c1ccccc1-c1ccccc1C(=O)NCc1cccnc1	0	0.7	-2	-1	-0.2	-11	-1	0.5	-1
COc1ccccc1COc1cccn2c(N(C)C(=O)CCC3CCCC3)c(C)nc12	nt	nt	nt	24	3.7	nt	17	nt	-1
CC(C)(C)c1cc(C(=O)N/N=C/c2cc3c(cc2Br)OCO3)n[nH]1	-11	-1.0	-26	-10	2.0	-9	5	2.2	-2
COc1cccc(OC)c1C(=O)NC(=O)Oc1c(F)cccc1F	-2	0.7	-5	-20	1.1	-7	19	3.5	-16
O=C(NC1CCN(C(=O)Nc2ccc(F)cc2)CC1)c1cccc(F)c1	-9	0.1	-6	-12	1.1	-8	2	0.1	-14

The final 4 records of the part before open the next one.
SMILES	OXTR potentiator	OXTR agonist	CHO parental Ca	TAAR1 antag	M1 ag parental	GPR7 antagonist	M1 PAM parental	V1aR counter	CHO-K1 Ca antag
COc1ccccc1COc1cccn2c(N(C)C(=O)CCC3CCCC3)c(C)nc12	nt	nt	nt	24	3.7	nt	17	nt	-1
CC(C)(C)c1cc(C(=O)N/N=C/c2cc3c(cc2Br)OCO3)n[nH]1	-11	-1.0	-26	-10	2.0	-9	5	2.2	-2
COc1cccc(OC)c1C(=O)NC(=O)Oc1c(F)cccc1F	-2	0.7	-5	-20	1.1	-7	19	3.5	-16
O=C(NC1CCN(C(=O)Nc2ccc(F)cc2)CC1)c1cccc(F)c1	-9	0.1	-6	-12	1.1	-8	2	0.1	-14
CCN(CC)C(=S)SCC(=O)Nc1cccc(C(F)(F)F)c1	-19	4.8	2	49	6.0	4	18	4.8	-12
O=C(O)C1CC(c2ccccc2F)=NO1 (stereo unspecified)	0	0.2	2	11	0.4	-16	-1	0.4	8
CC(C)c1ccc(N(C(=O)c2csnn2)C(C(=O)NC2CCCC2)c2cccnc2)cc1 (stereo unspecified)	-3	-1.5	-17	0	1.9	-5	20	3.8	-15
COc1cc(NC(=O)CCCC(=O)OCC(F)(F)C(F)F)nc(OC)n1	-7	0.9	-12	-24	0.8	-1	3	-0.1	-23
CCCCC1CCC(C(=O)Nc2ccccc2)CC1 (stereo unspecified)	1	-0.6	8	-8	0.0	-8	-10	-0.5	17
COc1ccc(CC(=O)Nc2cccc(-c3ccc4nnc(C)n4n3)c2)cc1	3	-0.5	-15	-6	1.8	-6	15	-0.1	-13
COc1cccc(CN(C)C(=O)COc2ccc(C(=O)c3ccc(Cl)cc3)cc2)c1OC	-9	1.4	-34	29	4.1	-11	8	5.2	-14
CCN(CC)CC(=O)NCC1(c2ccccc2)CCCC1	3	0.9	-12	-23	0.1	-1	-6	-0.3	7
C#CC[N+](C)(C)CCCCCCCCC	5	-0.6	2	-8	0.4	-2	24	0.7	-5
Cc1cc(C)c2nc(-c3ccccn3)cc(C(=O)NCc3ccco3)c2c1	-1	-2.6	1	-3	0.1	-10	-2	-1.2	3
COc1ccc(Cc2nnc(SCC(=O)c3ccccc3)o2)cc1	-8	-0.9	-12	-13	0.4	-7	-4	0.5	12
CCOC(=O)c1c(NC(=O)CSc2nnnn2-c2ccc(OC)cc2)sc(C)c1C	-6	-1.8	-9	-15	0.4	-5	-6	-0.4	-30
CCCCCOc1ccc(CSc2n[nH]c(C)n2)cc1	-15	3.9	-6	1	2.9	3	10	3.4	-2
c1ccc2c(c1)[nH]c1c3ccccc3sc21	-5	0.2	-10	-31	0.3	-9	-3	-1.1	-10
Cc1oc(-c2ccccc2F)nc1CS(=O)(=O)CC(=O)NCCN1CCCC1	-4	0.1	-12	-15	-0.1	0	0	0.5	2
CC1=C(C(=O)Nc2ccccc2)C(c2ccncc2)C(C#N)=C(SCC(=O)Nc2ccccc2)N1 (stereo unspecified)	-16	-0.9	1	7	0.2	-1	14	0.4	-8
CCn1c(NC(=O)c2cccc(Cn3cc(Cl)cn3)c2)nc2ccccc21	-7	-0.6	-6	66*	5.0	-9	16	0.4	10
COC(=O)C1C(O)=C(C=NC2CCCCC2)C(=O)CC1(C)C (stereo unspecified)	-4	-0.1	-6	1	0.1	-1	-8	-0.5	13
CSc1nnc(C(C)(C)C)c(=O)n1/N=C/c1ccc(C(C)C)cc1	-16	-1.1	-3	-38	0.7	-3	3	-0.3	-10
Cc1n[nH]c(C)c1NC(=O)CSc1nnnn1-c1cccc(F)c1	-7	0.5	4	-8	-0.2	nt	-17	-0.2	1
O=C(CSc1nnnn1-c1ccccc1)NCc1cccs1	3	-0.6	-12	5	0.2	-9	-1	0.7	3
Cn1nnnc1Sc1ncnc2scc(-c3cccc4ccccc34)c12	0	-0.6	-12	20	0.3	nt	10	1.3	-8
CCOc1ccc(N(C(=O)c2cnsn2)C(C(=O)NC2CCCCC2)c2ccncc2)cc1 (stereo unspecified)	4	0.2	-18	3	-0.4	17	15	-0.1	6
Cc1nn(-c2nc(-c3ccco3)cc(C(F)(F)F)n2)c(C)c1Cl	0	1.0	-16	-32	-0.3	-16	-5	-0.1	9
O=C(O)c1ccc(Cl)c(S(=O)(=O)NC(Cc2c[nH]c3ccccc23)C(=O)O)c1 (stereo unspecified)	-14	0.0	4	-6	0.4	4	0	0.2	5
C=CCN(c1ccc(C(=O)Nc2cccc([N+](=O)[O-])c2)cc1)S(C)(=O)=O	-2	2.1	-8	12	1.8	-5	18	1.7	-2
CCc1ccccc1NC(=O)C(C#N)Cc1cccnc1 (stereo unspecified)	0	0.1	-8	13	0.5	-9	17	1.1	-9
COc1ccc(N2CC(C(=O)N[C@@H](C)C(=O)NC3CCCCC3)CC2=O)cc1 (stereo partly specified)	-5	0.7	-8	-2	0.6	-4	6	0.1	-20
CC(C)(C)CN1C(N)=NC[C@@H]1Cc1ccccc1	3	0.8	-2	12	0.5	nt	4	0.6	-7
CCOC(=O)c1cnc2nc[nH]n2c1=O	-3	1.0	8	-26	0.5	0	21	0.1	-9
Cc1ccc2[nH]c(=O)c(CN(CCCO)S(=O)(=O)c3cccc4nsnc34)cc2c1	-3	0.2	-10	7	1.5	-4	-10	0.0	7
Cc1ccc(NC(=O)CSc2nc(=O)cc(N)n2CCc2ccccc2)cc1	-8	0.2	-4	-2	-0.4	6	11	0.3	0
CCOC(=O)CC(=O)CSc1[nH]c(=O)cc(C)c1C#N	-7	1.0	-5	3	0.9	-4	20	0.8	-7
COc1ccc(S(=O)(=O)N2CCN(C(=O)c3ccc4ccccc4n3)CC2)cc1	-2	2.2	-18	0	2.7	nt	-8	1.7	6
Cc1ccc(OCC(=O)OCc2nc3scc(-c4ccccc4)c3c(=O)[nH]2)cc1C	-2	-0.8	-18	0	0.5	nt	-13	-0.8	11
CCOC(=O)c1ccccc1NC(=O)c1ccccc1SC	0	-0.1	5	-4	-0.5	-20	-8	1.4	10
CC(=O)c1cccc(N2C(=O)C3C(C(=O)Nc4cc(C)on4)C4(C)C=CC3(O4)C2C(=O)NC(C)(C)C)c1 (stereo unspecified)	5	1.5	-8	-14	0.0	-8	-3	-0.2	-10
O=c1[nH]c2ccc(S(=O)(=O)N3CCN(C4CCCCC4)CC3)cc2[nH]c1=O	-10	0.3	-2	4	0.2	2	-1	-0.5	-33
CCCCn1nnnc1NCc1cc(Cl)c(OC)c(OC)c1	-15	0.3	-17	3	1.5	-20	19	3.8	-4
CCCCc1ccc(NC(=S)N2CCN(C(=O)OCC)CC2)cc1	-6	-1.7	-8	-39	0.0	-11	16	0.7	1
